# Screens as filed in PubChem BioAssay.
# IMPase Li cell = cell-permeable IMPase inhibitors with lithium potentiation; CHO-M1 cells, IP1 TR-FRET (IP-One), carbachol + lithium; Potency, µM (series often up to 59.4 µM), inactives show at the highest dose activity, negative = IMPase inhibition, actives largely listed as inhibitors; actives 0.35% (n = 210,000); AID 1457;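 also: IP1 builds up when IMPase is blocked and the TR-FRET signal falls; plate controls were basal vehicle for no effect and high inhibitor control for full effect; nearly all actives have a fitted effect of over 50% in size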
#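 Lithium-sensitised IP1 accumulation assay; M1-expressing CHO cells treated 30 min at 37C with compound. Competitive antibody detection by time-resolved FRET followed a 10 min room-temperature lysis step.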
# NPSR antag = neuropeptide S receptor (human) antagonism, cAMP; Q6W5P4; CHO-NPSR cells, cAMP TR-FRET, antagonist mode; Potency, µM (titrated, usually from 38.3 µM), inactives show at the highest dose activity change, negative = inhibition, usual class: inhibitors; actives 1% (n = 220,000); also: % is scaled to controls: 0 for no effect and ±100 for the full control effect; nearly all actives have a fitted effect of over 50% in size; many of its hits are not listed in these tables
# Target sequence (Q6W5P4 whole entry, looked up): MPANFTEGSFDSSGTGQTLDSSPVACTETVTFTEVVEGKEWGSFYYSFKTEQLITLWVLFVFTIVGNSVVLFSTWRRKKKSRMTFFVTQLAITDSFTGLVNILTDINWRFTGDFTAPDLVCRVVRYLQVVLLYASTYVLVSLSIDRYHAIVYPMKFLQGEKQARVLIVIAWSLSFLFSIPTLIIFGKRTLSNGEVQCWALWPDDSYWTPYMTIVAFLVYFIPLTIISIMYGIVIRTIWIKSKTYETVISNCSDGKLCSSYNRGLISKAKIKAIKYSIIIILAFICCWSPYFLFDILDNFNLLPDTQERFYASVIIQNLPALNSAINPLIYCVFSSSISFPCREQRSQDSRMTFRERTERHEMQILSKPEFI
# SMN2 splice up = enhancers of SMN2 splice variant expression. Potency, µM (top dose mostly 46.1 µM), inactives show at the top dose activity change, positive = activation, most hits filed as activators. actives 2.8% (n = 210,000). HEK293 SMN2-luciferase splicing reporter, luminescence, 30-36 h. AID 1458; also: % of control where 0% means no effect; nearly all actives have a fitted effect of over 55% in size
#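 qHTS luciferase splicing reporter: luminescence rises when SMN2 exon 7 is included in transfected HEK293 cells. Compound exposure lasted 30-36 h at 37C, with 4.5 mM final sodium butyrate as control, followed by a ONE-Glo read.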
# JMJD2E inh = blocks human JMJD2E demethylase activity; B2RXH2; JMJD2E catalytic domain, FDH-coupled NADH fluorescence (FDH is formaldehyde dehydrogenase); Potency, µM (highest dose often 57.1 µM), for the others: at the top dose activity change, negative = inhibition, most hits filed as inhibitors; actives 1.6% (n = 230,000); active = well fitted inhibition curve with a large enough effect, not every such curve was filed as active; inconclusive = small, poorly fitted or top-dose-only effect, or another doubt; inactive = no such curve, though single readings can be large or run the other way;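 also: 0% = wells with enzyme and -100% = buffer wells without enzyme; nearly all actives have a fitted effect of over 50% in size; many of its hits are not listed in these tables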
# Target sequence (B2RXH2 1-337 limits assumed): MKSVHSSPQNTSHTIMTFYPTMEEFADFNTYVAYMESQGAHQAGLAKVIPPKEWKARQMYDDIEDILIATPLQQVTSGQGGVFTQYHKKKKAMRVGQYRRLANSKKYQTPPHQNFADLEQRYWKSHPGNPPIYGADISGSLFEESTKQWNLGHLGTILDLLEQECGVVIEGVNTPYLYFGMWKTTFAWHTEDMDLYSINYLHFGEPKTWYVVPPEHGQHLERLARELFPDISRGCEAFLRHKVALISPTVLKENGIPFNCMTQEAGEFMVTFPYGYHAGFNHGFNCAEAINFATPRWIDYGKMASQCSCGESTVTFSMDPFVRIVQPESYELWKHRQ
# Luc counter = Kinase-Glo luciferase inhibition (counter-screen) | Q27757 | Kinase-Glo luciferase, ATP luminescence, 8 min | Potency, µM (top dose mostly 38.3 µM), without a hit: at the top dose activity change, negative = inhibition, most hits filed as inhibitors | actives 0.28% (n = 200,000) | AID 1379; also: % is scaled to controls: 0 for no effect and ±100 for the full control effect; nearly all actives have a fitted effect of over 60% in size
#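 Inhibition of Kinase-Glo luciferase light generation was assessed at 10 uM ATP in pH 7.2 imidazole buffer, with luminescence measured after eight minutes at ambient temperature.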
# RECQ1 inh = inhibitors of human RECQ1 DNA helicase; RECQ1 DNA unwinding, red fluorescence kinetic read; AID 2549; actives 0.54% (n = 240,000); Potency, µM (doses to about 57.3 µM), inactives show top-dose activity, negative = inhibition, actives largely listed as inhibitors; P46063;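 also: plate controls were vehicle for no effect and no enzyme for full effect; nearly all actives have a fitted effect of over 30% in size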
#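 50 nM RECQ1T1 preincubated 15 min with compound in Tris pH 8.0 buffer with MgCl2, DTT, Tween-20 and 2.5 ug/ml poly(dI-dC); started with 200 nM TAMRA/BHQ-2 forked duplex and 2 mM ATP. Unwinding read as fluorescence (525/598 nm), two reads 2 h apart.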
# Epigenetic derep = epigenetic control regulation, reporter derepression; Potency, µM (series often up to 53.9 µM), for the others: top-dose GFP activation, usual class: activators; murine LDR cells, GFP reporter derepression, 30 h; AID 1865; actives 0.2% (n = 280,000); also: % of control where 0% means no effect; nearly all actives have a fitted effect of over 60% in size
#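 Derepression of a silenced CMV-GFP reporter in murine LDR cells is scored by enumerating GFP-positive cells with a laser-scanning microplate cytometer after 30 hours of treatment at 37 C.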
# GoLoco inh red = inhibitors of human Gai1-RGS12 GoLoco interaction (red fluorophore). Gai1:RGS12 GoLoco peptide FP, rhodamine, 10 min. Potency, µM (highest dose often 61.6 µM), inactives show top-dose activity, negative = inhibition, actives largely listed as inhibitors. actives 0.44% (n = 230,000); active = well fitted inhibition curve with a large enough effect, not every such curve was filed as active; inactive = no such curve, though single readings can be large or run the other way; also: % is scaled to controls: 0 for no effect and ±100 for the full control effect; nearly all actives have a fitted effect of over 30% in size; many of its hits are not listed in these tables
# Target sequence (P63096 whole entry, looked up): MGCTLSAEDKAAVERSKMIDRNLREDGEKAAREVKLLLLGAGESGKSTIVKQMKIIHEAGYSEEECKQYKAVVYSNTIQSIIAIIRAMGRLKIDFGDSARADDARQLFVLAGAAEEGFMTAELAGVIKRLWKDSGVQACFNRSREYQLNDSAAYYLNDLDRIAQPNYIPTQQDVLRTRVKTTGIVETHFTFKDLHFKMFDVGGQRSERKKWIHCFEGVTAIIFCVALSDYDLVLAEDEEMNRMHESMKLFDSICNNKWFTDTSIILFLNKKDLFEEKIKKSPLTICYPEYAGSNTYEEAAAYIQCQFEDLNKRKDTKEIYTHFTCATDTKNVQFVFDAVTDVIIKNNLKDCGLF
# The depositor's hits bear a star; i = inactive; ? = inconclusive; / = no result given; & = joins results of further samples; [ ] = remark or other dose. Unless noted, calls follow the shape of the dose curve; as a rule, active = well fitted curve in the direction sought with a large enough effect; inconclusive = small, poorly fitted or top-dose-only effect, or another doubt; inactive = no such curve, though single readings can be large; an effect the other way counts as inactive or inconclusive. Potency is read from the fitted curve at half-maximal effect.
SMILES,IMPase Li cell,NPSR antag,SMN2 splice up,JMJD2E inh,Luc counter,RECQ1 inh,Epigenetic derep,GoLoco inh red
O=C(O)CCc1ccc(-c2cccs2)n1NC(=O)c1ccco1,32%[38.3 µM],-18%[46.1 µM],?,-5%,-1%,-6%,-1.1%,5%
N#CC12CCCCC1CC1CCCCC1(C#N)N2Cc1ccccn1 (stereo unspecified),-2%[38.3 µM],27%[7.67 µM],11%,-7%,-1%,0%,-3.4%,-7%
CC(=O)c1ccc(OC2OCCOC2Oc2ccc(C(C)=O)cc2)cc1 (stereo unspecified),11%,-24%,-41%[inhibitor],10%,3%,-6%,1.1%,4%
COc1cc(OC)cc(C(=O)N[C@@H](CCSC)c2nc3ccccc3[nH]2)c1,2%,13%,17%,-6%,-1%,-9%,0.9%,-9%
CC(C)N1CCNCC1,12%,-11%,/,3%,1%,i,-4.3%,-2%
COC(=O)c1nnn(-c2nc(N(C)C)nc(N(C)C)n2)c1C,-2%,23%,8%,10%,1%,-2%,2.5%,-15%
O=C(c1ccc(C(F)(F)F)cc1)C1CCCN(C(=O)c2cnccn2)C1 (stereo unspecified),5%,-5%,/,6%,0%,i,2.4%,4%
O=C(Cc1ccccc1)NCc1ccc(F)cc1,1%,16%,77%,8%,-3%,-8%,0.0%,2%
CCCCCCCn1ccc(=N)cc1,39%[activator][38.3 µM],0%[46.1 µM],-90%[inhibitor],-11%,0%,i,1.4%,16µM*
NNC(=O)c1cc2sccc2s1,/,-12%,/,5%,/,-5%,0.3%,9%
CCOc1ccc(S(=O)(=O)N(C(=O)c2ccco2)c2cc3sc(=O)oc3c3ccccc23)cc1,13%,-27%,-19%[1.84 µM],16µM*,-3%,-5%,1.9%,1%
CC1(C)CC(=O)C(C=NCC2CCN(C(=S)Nc3ccccc3)CC2)=C(O)C1,/,2%[7.67 µM],/,0%,/,-12%,1.1%,-19%
CN(Cc1ccccc1)S(=O)(=O)c1ccc(NC(=S)NC(=O)C(C)(C)C)cc1,20%,-42%,-23%,6%,0%,1%,0.0%,-11%
Oc1c(C=Nc2ccccc2)sc(=S)n1Cc1ccccc1,10%,-42%,-5%,14%,0%,?,?,182%[activator]
Cc1ccc(-n2cc(-c3ccccc3)c3c(=O)[nH]cnc32)cc1,9%,-32%,4%,-8%,1%,5%,0.9%,6%
Cn1c(C(=O)NCc2ccccn2)cc2c(=O)n(C)c3ccccc3c21,1%[38.3 µM],-8%[46.1 µM],5%,?,0%,i,-0.3%,-14%
O=S(=O)(Nc1cccc2nsnc12)c1ccccc1,33%[activator][38.3 µM],-7%[46.1 µM],-5%,?,-3%,0%,?,-9%
COCCNC(=S)Nc1cc(OC)c(NC(=O)c2ccco2)cc1OC,-1%,-1%,/,2%,1%,25%,-0.1%,11%
COc1ccc(S(=O)(=O)N2CCN(Cc3ccc4c(c3)OCO4)CC2)c2ccccc12,3%[38.3 µM],-15%[46.1 µM],0%,-7%,1%,-6%,1.5%,-7%
COc1ccc2c(-c3cc4ccc(OCc5ccc(F)cc5)cc4oc3=O)cc(=O)oc2c1,3%,-16%,-24%,?,-3%,-2%,2.6%,4%
COCCNc1nc(C)cc(-c2cc(-c3ccc(Cl)cc3)on2)n1,/,14%,/,?,/,-4%,-1.1%,10%
Cc1c(Br)c([N+](=O)[O-])nn1C(C)C(=O)NCc1cccnc1 (stereo unspecified),16%[38.3 µM],4%[46.1 µM],7%,2%,0%,i,-0.7%,10%
Cc1c(C(=O)OC2CCCC2C)[nH]c2c1C(=O)CCC2 (stereo unspecified),10%,-13%,12%,4%,1%,5%,0.0%,-6%
CC(C)(C)C1CCc2[nH]nc(C(=O)O)c2C1 (stereo unspecified),11%[38.3 µM],10%[46.1 µM],/,4%,-3%,0%,0.9%,4%
COc1cc(-c2nc(-c3ccc(NC(=O)c4ccc(Br)o4)cc3)no2)cc(OC)c1OC,40%[activator][38.3 µM],-2%[46.1 µM],-23%,?,-2%,-8%,0.7%,4%

# In the list so far, these contain a COOH group.
SMILES,IMPase Li cell,NPSR antag,SMN2 splice up,JMJD2E inh,Luc counter,RECQ1 inh,Epigenetic derep,GoLoco inh red
O=C(O)CCc1ccc(-c2cccs2)n1NC(=O)c1ccco1,32%[38.3 µM],-18%[46.1 µM],?,-5%,-1%,-6%,-1.1%,5%
CC(C)(C)C1CCc2[nH]nc(C(=O)O)c2C1 (stereo unspecified),11%[38.3 µM],10%[46.1 µM],/,4%,-3%,0%,0.9%,4%

# Taken from above:
# Cc1c(Br)c([N+](=O)[O-])nn1C(C)C(=O)NCc1cccnc1 (stereo unspecified) in GoLoco inh red reads 10%
# Cc1c(C(=O)OC2CCCC2C)[nH]c2c1C(=O)CCC2 (stereo unspecified) in Epigenetic derep reads 0.0%
# CN(Cc1ccccc1)S(=O)(=O)c1ccc(NC(=S)NC(=O)C(C)(C)C)cc1 in IMPase Li cell reads 20%
# O=C(c1ccc(C(F)(F)F)cc1)C1CCCN(C(=O)c2cnccn2)C1 (stereo unspecified) in GoLoco inh red reads 4%
# CC1(C)CC(=O)C(C=NCC2CCN(C(=S)Nc3ccccc3)CC2)=C(O)C1 in NPSR antag reads 2%[7.67 µM]
# CC(=O)c1ccc(OC2OCCOC2Oc2ccc(C(C)=O)cc2)cc1 (stereo unspecified) in SMN2 splice up reads -41%[inhibitor]

# Other results follow.
SMILES,IMPase Li cell,NPSR antag,SMN2 splice up,JMJD2E inh,Luc counter,RECQ1 inh,Epigenetic derep,GoLoco inh red
CCC(C)NC(=S)N(CCc1ccccc1)Cc1cc2cc(OC)c(OC)cc2[nH]c1=O (stereo unspecified),7%,-35%,7%,?,2%,-10%,-3.2%,-2%
COc1ncc2nc(CCc3ccccc3)c(=O)n(Cc3ccc(F)cc3)c2n1,18%,/,-10%,/,-4%,-8%,/,-2%
CC(/C=N/n1c(-c2ccco2)n[nH]c1=S)=C\c1ccccc1,-9%,-27%,8%,?,4%,-3%,-1.0%,4%
CCOC(=O)c1sc(N(Cc2ccccc2)C(=O)COC(=O)c2cnccn2)nc1C,-3%,-7%,14%,4%,-1%,i,-1.3%,17%
Oc1ccc(-c2csc(-c3cccnc3)n2)cc1O,/,-27%,/,14µM*,/,-28%,-1.1%,-4%
CC1C(=O)C(C)C(c2ccco2)NC1c1ccco1 (stereo unspecified),21%[38.3 µM],-13%[46.1 µM],29%,0%,-2%,-10%,0.0%,7%
COc1cc(S(=O)(=O)N(Cc2ccccc2)Cc2ccccn2)ccc1-n1cnnn1,8%,-18%[46.1 µM],7%,-3%,3%,-5%,-1.2%,7%
Cc1ccc(S(=O)(=O)n2cnc3cc([N+](=O)[O-])ccc32)c(C)c1C,/,0%[46.1 µM],/,?,/,-4%,0.0%,/
CC(C)(O[C@@H]1O[C@H](CO)[C@@H](O)[C@H](O)[C@H]1O)[C@H]1Cc2cc3ccc(=O)oc3cc2O1,-26%,4%,-5%,8%,1%,-1%,15%,-6%
O=C(CC1SC2=NCCN2C1=O)Nc1ccc(Br)cc1 (stereo unspecified),-3%,1%[46.1 µM],5%,6%,0%,-2%,-1.0%,24%
CCN1CCN(Cc2nc3c(c(=O)n(C)c(=O)n3C)n2CC(=O)c2ccccc2)CC1,26%[38.3 µM],?,7%,-2%,0%,i,0.0%,6%
COCCNC(=O)CSc1nc2ccccc2c(=O)n1CCCC(=O)NCc1ccccc1,-9%[38.3 µM],-12%[46.1 µM],-6%,6%,-1%,6%,-1.8%,6%
CSc1nnc(C2CCCN2)n1C (stereo unspecified),0%[38.3 µM],12%[46.1 µM],-8%,4%,-1%,-7%,0.0%,5%
O=C(N/N=C/c1ccccn1)c1cc(-c2ccc3ccccc3c2)n[nH]1,6%,-59%,4%,?,-3%,-27%,8.3%,13%
Cc1occc1-c1nnc(SCC(=O)NC(=O)NC(C)C)n1N,-4%[38.3 µM],-1%[46.1 µM],20%,-1%,1%,-11%,0.2%,-26%
O=C1C(Cl)=C(NC2CCCCC2)C(=O)N1c1ccc(Cl)cc1,5%,-30%,?,-27%,-1%,i,-4.3%,0%
O=C(CN1C(=O)COc2ccc(S(=O)(=O)N3CCOCC3)cc21)NCc1ccccn1,/,8%,/,?,/,-12%,11%,-4%
COc1cc(OC)cc(C(=O)NC2CCSC2=O)c1 (stereo unspecified),13%[38.3 µM],7%[46.1 µM],6%,3%,0%,-2%,1.4%,11%
COc1ccc(NC(=O)CCC(=O)OCc2ccc([N+](=O)[O-])cc2)cc1,3%,23%,10%,2%,3%,i,-1.5%,-6%
S=C(NCCCN1CCOCC1)Nc1ccc(N2CCOCC2)cc1,-9%,10%,13%,11%,0%,i,1.1%,1%
O=C(C1CCN(S(=O)(=O)N2CCOCC2)CC1)N1CCc2ccccc21,-18%[38.3 µM],6%[46.1 µM],16%,6%,-5%,i,0.0%,8%
CCOC(=O)C1CCN(C(=O)N(CC)CC)CC1,1%,12%,7%,5%,3%,22%,1.7%,10%
COC(=O)C1CC(=O)c2ccsc2C1 (stereo unspecified),-5%,11%,/,6%,-9%,-1%,-2.0%,-8%
Cc1ccc(-c2noc(CN3CCN(Cc4ccccc4)CC3)n2)cc1,21%,-2%,-90%[inhibitor],5%,2%,0%,-1.1%,12%
CCN1C(=O)N[C@H](c2ccc(Br)cc2)C(C(C)=O)=C1C,11%&7%,-11%,15%&-26%,16%&-7%,0%&1%,7%&-7%,0.0%&0.9%,-1%&-19%
CC(=O)NCc1ccc(C(=O)CCl)s1,-7%,-13%,18%,-23%,-2%,0%,?,-1%
COC(=O)c1ccc(/C=C/C(=O)c2ccc(OC)cc2)cc1,-5%[38.3 µM],-23%[46.1 µM],-15%,5%,-3%,-4%,?,-1%
O=C(CCS(=O)(=O)c1cccc2nonc12)Nc1cccc2c1CCCC2,23%[38.3 µM],-2%[46.1 µM],-4%,3%,-3%,6%,-1.0%,-1%

# Random excerpt: 3 entries already listed, in no set order.
SMILES,IMPase Li cell,NPSR antag,SMN2 splice up,JMJD2E inh,Luc counter,RECQ1 inh,Epigenetic derep,GoLoco inh red
Oc1ccc(-c2csc(-c3cccnc3)n2)cc1O,/,-27%,/,14µM*,/,-28%,-1.1%,-4%
Cc1ccc(-c2noc(CN3CCN(Cc4ccccc4)CC3)n2)cc1,21%,-2%,-90%[inhibitor],5%,2%,0%,-1.1%,12%
COc1cc(S(=O)(=O)N(Cc2ccccc2)Cc2ccccn2)ccc1-n1cnnn1,8%,-18%[46.1 µM],7%,-3%,3%,-5%,-1.2%,7%

# This is a subset; the hit share may differ from the screen's.
